# Screening results: PubChem, National Center for Advancing Translational Sciences (NCATS)
# KB-3-1 tox: KB-3-1 parental cell cytotoxicity; AID 1347075; KB-3-1 viability, CellTiter-Glo ATP luminescence, 72 h; Potency, µM (series often up to 46.1 µM), without a hit: top-dose activity change, negative = cytotoxic, usual class: cytotoxic; 1.4% of 400,000 active; note: potency is the fitted concentration of half-maximal effect; % is set by controls: 0 for no effect and ±100 for the full control effect; nearly all actives have a fitted effect of over 60% in size
#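 Cytotoxicity measured as CellTiter-Glo luminescence after 72 h at 37 C. Compound titrations were pinned onto drug-naive KB-3-1 parental adenocarcinoma cells grown in DMEM with 10% FBS, and normalized data fitted to concentration-response curves.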
# SW480 rereplic: induces DNA re-replication in SW480 colon adenocarcinoma cells; 1.8% of 340,000 active; SW480 DNA re-replication, Hoechst DNA content imaging, 48 h; Potency, µM (highest dose often 46.1 µM), inactives show at the highest dose re-replication activation, actives largely listed as activators; note: potency is the fitted concentration of half-maximal effect; % of control where 0% means no effect; nearly all actives have a fitted effect of over 55% in size
#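 Per well, 250 cells were exposed to pinned compound for 48 hr. Nuclear DNA was visualised with Hoechst (40 min, 37 C) and total object intensity recorded by fluorescence scanning.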
# ATXN2 expr inh: inhibitors of ATXN2 expression; Potency, µM (series often up to 57 µM), for inactives: top-dose activity change, negative = inhibition, most hits filed as inhibitors; 0.72% of 360,000 active; AID 1745845; HEK-293 ATXN2-luciferase reporter, luminescence, 24 h; note: potency is the fitted concentration of half-maximal effect; % is set by controls: 0 for no effect and ±100 for the full control effect; nearly all actives have a fitted effect of over 55% in size
#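 ATXN2-luciferase reporter cells (luciferase flanked by upstream and downstream ATXN2 gene portions) were treated 24 h at 37 °C with compounds at up to 57 uM. SteadyGlo luminescence gave expression; GF-AFC fluorescence gave viability.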
# HT1080NT lethal: kills 2HG-producing HT-1080-NT fibrosarcoma cells; HT-1080-NT fibrosarcoma viability, CellTiter-Glo ATP luminescence, 48 h; Potency, µM (top dose mostly 46.1 µM), inactives show at the highest dose activity, negative = less viability, hits mostly cytotoxic; 1.6% of 360,000 active; AID 686970;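 note: NT is the 2HG producing partner of a matched IDH1 knockdown line; potency is the fitted concentration of half-maximal effect; 0% = DMSO-treated cells and -100% = media-only wells without cells; nearly all actives have a fitted effect of over 55% in size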
#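 750 cells/well, RPMI + 5% FBS; 2 h settle, compound pin-transfer, 48 h at 37 degrees C. CellTiter-Glo 10 min RT, luminescence. Normalized to DMSO and media-only wells.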
# ATXN viability: reduces viability in counter-screen for ATXN expression inhibitors; Potency, µM (titrated, usually from 56.7 µM), most hits filed as cytotoxic; 0.49% of 400,000 active; S2 cells (HEK-293 line with an ATXN2-luciferase reporter) viability, CellTiter-Fluor protease fluorescence, 24 h; note: potency is the fitted concentration of half-maximal effect; nearly all actives have a fitted effect of over 40% in size
# IL-1B inflam inh: blocks inflammasome-driven IL-1 beta release; THP-1 LPS/ATP IL-1B secretion, AlphaLISA, 16 h; active compounds read low; activity change, % at 57.5 µM; 4.7% of 360,000 active; in the data active = activity change below about -50%; inconclusive = mostly about -30% to -49%; note: % is set by controls: 0 for no effect and ±100 for the full control effect
#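 Secreted IL-1B measured by AlphaLISA bead assay after 16 h compound exposure of THP-1 cells; compounds (final up to 57.5 uM) added 1 h before LPS (250 ng/mL) and ATP (1.25 mM) stimulation; lower signal means less secretion.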
# HepG2 viability: kills HepG2 cells in TGF-b inhibitor counter-screen. HepG2 CAGA-GFP viability, ATP luminescence, 18 h. AID 588856. 0.76% of 410,000 active. Potency, µM (titrated, usually from 46.1 µM), inactives show at the highest dose activity change, negative = cytotoxicity, actives largely listed as cytotoxic; note: potency is the fitted concentration of half-maximal effect; some results filed as inactive show a strong effect at the top dose
#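 HepG2 CAGA-GFP cells (1000/well, DMEM with 1% FBS) received compound, then TGF-beta at 500 pg/mL final, and were incubated 18 hours at 37 degrees C. Viability was read by CellTiter-Glo luminescence. Media-only wells were set as complete cell-killing and DMSO as no toxicity.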
# HT1080 IDH1KD tx: kills HT-1080 cells with IDH1 knockdown | AID 686971 | 2% of 360,000 active | Potency, µM (titrated, usually from 46.1 µM), without a hit: at the highest dose activity, negative = toxicity, usual class: cytotoxic | HT-1080 IDH1 knockdown viability, ATP luminescence, 48 h;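 note: potency is the fitted concentration of half-maximal effect; 0% = DMSO wells and -100% = cell-free medium wells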
#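 Luminescent ATP read-out (CellTiter-Glo, 10 min at room temperature) after 48 h compound exposure at 37 °C gave viability of IDH1-knockdown HT-1080 cells. Activity was normalised to DMSO and cell-free wells, then fitted as concentration-response curves.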
# MCF10A rereplic: inducers of DNA re-replication in MCF 10A breast cells. MCF 10A DNA re-replication, Hoechst nuclear intensity, 48 h. AID 624296. Potency, µM (doses to about 46.1 µM), without a hit: at the highest dose activity, positive = re-replication, actives largely listed as activators. 2.9% of 350,000 active; note: potency is the fitted concentration of half-maximal effect; % of control where 0% means no effect; nearly all actives have a fitted effect of over 50% in size
# An asterisk follows results filed as active; i = inactive; ? = inconclusive; . = not tested or not shown; [ ] = remark or other dose. Unless noted, calls come from the whole dose curve; as a rule, active = well fitted curve in the direction sought with a large enough effect; inconclusive = small, poorly fitted or top-dose-only effect, or another doubt; inactive = no such curve, though single readings can be large; an effect the other way counts as inactive or inconclusive. An unsorted share of the library. About 8.9% of those tested had a hit in this group.
# Every second line gives: KB-3-1 tox	ATXN2 expr inh	IL-1B inflam inh	HepG2 viability	SW480 rereplic	HT1080 IDH1KD tx	HT1080NT lethal	MCF10A rereplic	ATXN viability
> O=C(NCCc1ccccc1Cl)C1CCC(=O)N(Cc2cccc(C(F)(F)F)c2)C1 (stereo not given)
    -5%	-3%	14	-38%	-5%	2%	4%	2%	i
> O=C(NC1CCCC1)C(=O)N(c1ccccc1F)C(C(=O)NCC1CCCO1)c1cccs1 (stereo not given)
    -2%	.	-7	12%	7%	-2%	3%	9%	i
> COc1ccc(/C=C/C(=O)c2cc(Cl)ccc2O)c(OC)c1
    ?	32%	-100*	-2%	-32%[inhibitor]	-16%	-8%	?	i
> CCN(CC)S(=O)(=O)c1ccc(N2CCOCC2)c(NC(=O)c2ccco2)c1
    -11%	-2%	15	-7%	-6%	-6%	-5%	2%	i
> CC(=O)NC1CC2CCCC(C1)N2C(=O)Nc1cccc(C)c1 (stereo not given)
    -3%	-37%	45	-13%	5%	22%	23%	?	i
> CCN1C[C@@H]2[C@@H]3C(=O)N(Cc4ccccc4)C(=O)[C@@H]3[C@](C)(C1=O)N2C(=O)c1ccc(C(C)(C)C)cc1
    12%	2%	0	-6%	-7%	12%	17%	-22%	?
> Cc1cccc(NC(=O)CSc2ncnc3sc(C)cc23)c1
    -1%	-15%	-26	-13%	-21%	1%	-6%	-3%	i
> COc1ccc(NC(=O)C2(C)CCN2C(=O)c2ccc(C(C)(C)C)cc2)cc1OC (stereo not given)
    15µM*	-31%	7	-2%	.	?	2%	.	i
> Cc1nc2ccc(NC(=O)CCC3CCCC3)cc2s1
    12%	60%[activator]	-7	-6%	-8%	4%	2%	0%	i
> Cc1ccc(C(=O)Nc2ccc(S(=O)(=O)NCc3ccco3)cc2)cc1
    1%	6%	10	-3%	-15%	?	?	6%	i
> O=C(CCN1C(=O)COc2ccccc21)NCc1cccnc1
    9%	4%	18	2%	6%	1%[9.24 µM]	1%	?	i
> CCn1c(SCC(=O)Nc2ccc(N3CCOCC3)cc2)nnc1-c1ccncc1
    13%	21%	7	25%	-7%	-1%	0%	1%	i
> Cc1ccc(-n2nc(C(=O)O)nc2-c2ccccc2)cc1
    9%	-3%	35	2%	-3%	13%	7%	-3%	i
> Cc1cccc(-n2c(SCC(N)=O)nnc2-c2ccccn2)c1C
    6%	-8%	23	-2%	-11%	6%	12%	-4%	i
> CC(C)Nc1cccnc1N1CCN(C(=O)c2cc3cc(NS(C)(=O)=O)ccc3[nH]2)CC1
    .	5%	.	.	16%	.	.	13%	i
> CN1CCN(Cc2nnc(-c3ccccc3)o2)CC1
    -2%	.	13	11%	-19%	12%	9%	0%	i
> CCC(c1nnc(SCC(=O)Nc2cccc(S(N)(=O)=O)c2)n1Cc1ccccc1)N(C)C (stereo not given)
    1%	.	0	18%	-7%	5%	1%	-1%	i
> CCOc1ccc(C2CC(c3cccc(OC)c3OC)n3nnnc3N2)cc1Cl (stereo not given)
    0%	1%	5	-3%	1%	0%	-8%	14%	i
> CCSc1nnc2c(n1)OC(c1ccc(C(=O)O)cc1)N(C(C)=O)c1ccccc1-2 (stereo not given)
    12%	8%	10	3%	12%	-4%	-2%	0%	i
> CCOC(=O)c1cccc(NC(=O)C(NS(=O)(=O)c2ccc3c(c2)CCN3C(C)=O)C(C)C)c1 (stereo not given)
    -6%	98%[activator]	-2	-26%	-1%	10%	7%	1%	i
> CC(C)Cc1ccc(-c2cc3nc(NCC4CC4)ccn3n2)cc1
    0%	21%	0	-37%	.	?	?	.	i
> CC12CCC(C(=O)Nc3cccc4ccccc34)(C1Br)C2(C)C (stereo not given)
    ?	-8%	30	-26%	?	-6%	-2%	26%	i
> CC(C)NC(=O)C(=O)NCCc1ccc(Cl)cc1
    0%	-4%	-19	6%	13%	17%	10%	?	i
> C=CCc1c(C)nc(SC)nc1Nc1ccccc1
    -10%	-9%	-5	-20%	1%	-4%	-3%	5%	i
> CCCn1c(N2CCN(CC(=O)c3c(C)n(C)c4ccccc34)CC2)nc2c1c(=O)[nH]c(=O)n2C
    ?	-14%	-69*	-56%	20%	-20%	-23%	1%	i
> CC1CCC(NC(=O)C(C)N2C(=O)C3CCCCC3C2=O)CC1 (stereo not given)
    27%	16%	8	10%	-9%	13%	-3%[9.24 µM]	-3%	i
> O=[N+]([O-])c1ccccc1/C=C/CN1CCC(O)CC1
    25%	-12%	7	-2%	5%	-1%	1%	5%	i
> CCOC(=O)c1c(/N=C/C2C(=O)CC(C)(C)CC2=O)sc2c1CCCC2
    16%	-11%	0	-3%	-3%	15%	2%	-17%	i
> Cc1ccc(S(=O)(=O)N2CCC(C(=O)N[C@@H](C)C(=O)NCCc3ccccc3)CC2)cc1
    14%	5%	3	-5%	2%	14%	6%	1%	i
> O=C(Cc1ccc(NC(=O)C2CCN(C(=O)c3ccccc3)CC2)cc1)Nc1cccc(C(=O)N2CCCC2)c1
    2%	12%	-18	3%	-4%	4%	14%	?	i
> COc1ccccc1C1CCN(C(=O)C2CCCCC2)CC1
    5%	.	-10	-23%	1%	0%	-4%	18%	i
> Cc1ccc2cc(CCNC(=O)C(=O)c3c(C)[nH]c4ccccc34)c(=O)[nH]c2c1
    4%	.	-17	-12%	-14%	3%	8%	-1%	?
> O=C(CCn1cccn1)N1CCCC(Nc2ccc(F)c(F)c2)C1 (stereo not given)
    ?	.	-9	-35%	.	1%	-1%	.	i
> O=S(=O)(c1ccccc1)N1CCC(=NO)CC1
    25%	-34%	-1	5%	2%	15%	13%	0%	i
> COc1cccc(/C=C/c2ccc3ccccc3n2)c1OC(C)=O
    -7%	-64%	-103*	-33%	?	12µM*	?	?	i
> Cc1cc(NS(=O)(=O)c2ccc(NC(=S)NC(=O)c3ccc(C(C)(C)C)cc3)cc2)no1
    -6%	10%	0	-29%	-10%	3%	-5%	23%	i
> Cc1ccc(S(=O)(=O)N(CC2CO2)c2cccc([N+](=O)[O-])c2)cc1 (stereo not given)
    ?	-1%	-14	-5%	18µM*	?	?	?	i
> CC(C)CNC(=O)C1Nc2ccc(OC(F)(F)F)cc2C2C=CCC12 (stereo not given)
    8%	10%	-6	-9%	10%	11%	0%	11%	i
> COc1c(S(=O)(=O)N2CCN(C(=O)c3ccco3)CC2)ccc(Cl)c1Cl
    -24%	-14%	-1	-5%	-4%	-3%	-15%	2%	i
> Cc1cc(C)cc(C(=O)NCC(=O)NCCc2c[nH]c3ccccc23)c1
    -10%	-8%	0	-18%	0%	0%	-24%	6%	i
> CCOC(=O)C1=C(C)n2c(s/c(=C/c3cccc([N+](=O)[O-])c3)c2=O)=NC1c1ccc(O)c(OC)c1 (stereo not given)
    ?	?	-78*	-22%	?	?	-15%	16µM*	?
> COc1ccnc(Oc2ccccc2)c1-c1ncn[nH]1
    12%	-2%	2	-28%	?	2%	11%	7%	i
> Cc1ccc(S(=O)(=O)N2CCCC(C(=O)N3CCN(c4ccccc4)CC3)C2)cc1 (stereo not given)
    ?	-3%	0	-2%	9%	10%	13%	0%	i
> Cc1ccc(NC(=O)c2cc([N+](=O)[O-])ccc2N2CCOCC2)cc1S(=O)(=O)N(C)C
    2%	-4%	-13	-3%	4%	-14%	-3%	-13%	?
> CCc1ccccc1NC(=O)Cn1ccn(-c2ccc(OC)cc2)c(=O)c1=O
    8%	10%	-6	-34%	-20%	1%	3%	0%	i
> CCOC(=O)N1CCN(CC(=O)Nc2c(C(=O)OC)[nH]c3cccc(Cl)c23)CC1
    0%	2%	0	-10%	0%	-12%	3%	-6%	i
> Cc1cc(C)cc(N(CC(=O)NC2CCCC2)C(=O)CCC(=O)Nc2cc(C)ccn2)c1
    -18%	0%	-10	-2%	51%	-11%	-13%	2%	i
> Cc1ccc(Nc2nnc(SC(C)C(=O)NC3CC3)s2)cc1 (stereo not given)
    .	6%	-4	-5%	13%	10%	-4%	-7%	i
> Oc1ccc(N2CCN(c3nnnn3-c3ccccc3)CC2)cc1
    -19%	?	3	0%	-18%	-19%	-11%	-49%[inhibitor]	i
> O=C(CSc1nnc(-c2ccncc2)o1)N1CCc2ccccc2C1
    18%	-22%	8	8%	-4%	0%	-28%	-1%	i
> N=C1C2=C3Sc4ccccc4N3CCCC2=NN1c1cccc(S(=O)(=O)O)c1
    2%	3%	7	-2%	-20%	16%	20%	-3%	i
> COc1ccc(N(Cc2cc3ccc(C)cc3[nH]c2=O)S(=O)(=O)c2ccccc2)cc1
    ?	-25%	0	1%	?	?	-29%	?	?

# Gathered by group: the compounds so far containing a furan ring, fused or not (three)
# Every second line gives: KB-3-1 tox	ATXN2 expr inh	IL-1B inflam inh	HepG2 viability	SW480 rereplic	HT1080 IDH1KD tx	HT1080NT lethal	MCF10A rereplic	ATXN viability
> CCN(CC)S(=O)(=O)c1ccc(N2CCOCC2)c(NC(=O)c2ccco2)c1
    -11%	-2%	15	-7%	-6%	-6%	-5%	2%	i
> Cc1ccc(C(=O)Nc2ccc(S(=O)(=O)NCc3ccco3)cc2)cc1
    1%	6%	10	-3%	-15%	?	?	6%	i
> COc1c(S(=O)(=O)N2CCN(C(=O)c3ccco3)CC2)ccc(Cl)c1Cl
    -24%	-14%	-1	-5%	-4%	-3%	-15%	2%	i

# Three compounds already listed, ordered by the number in SW480 rereplic, largest number first.
smiles,IL-1B inflam inh,SW480 rereplic
CCOC(=O)c1c(/N=C/C2C(=O)CC(C)(C)CC2=O)sc2c1CCCC2,0,-3%
CCN1C[C@@H]2[C@@H]3C(=O)N(Cc4ccccc4)C(=O)[C@@H]3[C@](C)(C1=O)N2C(=O)c1ccc(C(C)(C)C)cc1,0,-7%
Cc1ccc2cc(CCNC(=O)C(=O)c3c(C)[nH]c4ccccc34)c(=O)[nH]c2c1,-17,-14%
